# Assay outcomes deposited in PubChem by several laboratories.
# STAT1 blocker: STAT1 signaling inhibitors, primary screen, cell-based, HTS, luciferase reporter | NIH 3T3 STAT1-luciferase reporter, IFN-gamma, luminescence | inhibition, % at 5.5 µM | actives 0.35% (n = 200,000);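 active means inhibition above a set limit, the mean inhibition across all tested compounds plus 3 SD, cut at about 34% in these data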;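 further: 0% = IFN-gamma with DMSO and 100% = IFN-gamma with 300 µM nifuroxazide; values of inactives mirror those of a sister screen read the other way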
# STAT1 activator: STAT1 signaling activators, primary screen, cell-based, HTS, luciferase reporter; NIH 3T3 STAT1-luciferase reporter, IFN-gamma, luminescence; 100% = IFN-gamma alone, no compound; activation (% of control), % at 5.5 µM; actives 2.6% (n = 200,000);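 active means activation above the screen-wide mean activation plus 3 SD, cut at about 130% in these data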;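 further: raw ratio to IFN-gamma control signal so 100% means no change and 0% no light; values of inactives mirror those of a sister screen read the other way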
# STAT3 inh: IL-6 driven STAT3 reporter inhibitors, primary screen, U3A cells, luciferase, luminescence, MLSCN library. IL-6 STAT3-luciferase reporter; host cell line lacks STAT1. inhibition, % at 5.5 µM. actives 0.89% (n = 190,000). AID 862, 2007;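 active means inhibition above the mean inhibition across all screened compounds plus 3 SD, cut at about 44% in these data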;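 further: 0% = DMSO only wells and 100% = 100 µM nifuroxazide control wells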
# STAT3 act: IL-6 driven STAT3 reporter potentiators, primary screen, U3A cells, luciferase, luminescence, MLSCN library; IL-6 STAT3-luciferase reporter; 100% = signal with IL-6 EC80 alone; activation (% of control), % at 5.6 µM; actives 0.91% (n = 190,000);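 active means activation above the screen-wide mean of compound activation plus 3 SD, cut at about 130% in these data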;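 further: 0% = background luminescence of wells with medium and substrate only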
#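 Assay system – human STAT1-deficient U3A cells with stable STAT3-luciferase reporter · Also added – IL-6 (33 ng/mL) · Schedule – compound 1 h, then IL-6 6 h at 37 °C · Technique – reporter luminescence signal · Evaluation – % activation versus median of IL-6-stimulated wells · Benchmarks – IL-6-only wells as 100% reference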
# FLuc inh counter: firefly luciferase enzyme inhibitors, primary screen, artefact control for luciferase-based inhibitor screens, biochemical, luminescence, ATPLite | 10 min | actives 1.5% (n = 200,000) | Luciferin 4-monooxygenase (Photinus pyralis), P08659 | inhibition, % at 10 µM | AID 1006, 2008;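 active means inhibition above about 50% when tested at 10 µM, limit read from the data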
# Target sequence (P08659 whole entry, looked up): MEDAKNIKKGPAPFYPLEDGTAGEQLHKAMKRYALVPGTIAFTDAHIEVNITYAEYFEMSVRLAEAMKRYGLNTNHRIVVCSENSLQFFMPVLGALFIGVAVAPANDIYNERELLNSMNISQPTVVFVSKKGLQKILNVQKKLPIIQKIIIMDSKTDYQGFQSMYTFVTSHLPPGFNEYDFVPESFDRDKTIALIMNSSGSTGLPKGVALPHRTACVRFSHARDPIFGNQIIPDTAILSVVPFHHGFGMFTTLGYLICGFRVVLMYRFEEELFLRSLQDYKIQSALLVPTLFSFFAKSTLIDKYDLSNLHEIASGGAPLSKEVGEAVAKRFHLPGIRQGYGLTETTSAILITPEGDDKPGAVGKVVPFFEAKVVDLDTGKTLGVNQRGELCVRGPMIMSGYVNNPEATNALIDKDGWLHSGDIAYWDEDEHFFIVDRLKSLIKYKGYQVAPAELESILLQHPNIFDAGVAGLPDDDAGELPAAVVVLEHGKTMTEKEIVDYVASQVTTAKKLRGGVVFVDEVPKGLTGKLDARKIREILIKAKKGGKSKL
# NF-kB neuron act: activators of NF-kB expression in neurons, primary screen, cell-based, HTS; actives 1.6% (n = 190,000); human neuronal cells, NF-kB reporter expression; stronger effect = higher value; AID 1239, 2008; fold change at 12.5 µM; in the data active means fold change above about 3.3
# FLuc act counter: FLuc activators, initial screening, artefact control for FLuc-dependent activation tests, biochemical, ATPlite luminescence; activation factor at 10 µM; 200,000 tested, under 10 active; ATPlite luciferase biochemical, 10 min; 0 = ATP-free wells, 1 = DMSO control;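 active means luciferase activation factor, scaled between plate controls, of at least 2 with compound at 10 µM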
#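 Material: Luciferase/luciferin reagent mix | Doses: Test compounds dosed from 2 mM stocks in 100% DMSO | Timing: 10 min incubation after luciferase reagent addition, room temperature | Measured by: Luminescence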
# APP 5'UTR act: activators of APP 5'UTR luciferase reporter, primary screen, SH-SY5Y cells; SH-SY5Y APP 5'UTR luciferase reporter, luminescence; zero percent = DMSO vehicle wells; activation, % at 2 µM; actives 1% (n = 190,000); AID 1276, 2008;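 active means activation above a set limit, based on mean plus 3 SD of controls, cut at about 140% in these data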; further: values of inactives mirror those of a sister screen read the other way
# ROMK primary: ROMK potassium channel modulators, primary screen, cell-based, thallium flux, MLSMR library; B-score at 10 µM; actives 2% (n = 130,000); ATP-sensitive inward rectifier potassium channel 1 (Homo sapiens), P48048; Tet-inducible ROMK, thallium flux fluorescence; actives lie on both sides; AID 1918, 2009;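 active means signal ratio slope over the read window, or its plate-corrected B-score, at least 3 SD from the plate mean, either direction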;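 further: B-score of the F/F0 ratio slope over 7 to 12 s after thallium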
# Target sequence (P48048 whole entry, looked up): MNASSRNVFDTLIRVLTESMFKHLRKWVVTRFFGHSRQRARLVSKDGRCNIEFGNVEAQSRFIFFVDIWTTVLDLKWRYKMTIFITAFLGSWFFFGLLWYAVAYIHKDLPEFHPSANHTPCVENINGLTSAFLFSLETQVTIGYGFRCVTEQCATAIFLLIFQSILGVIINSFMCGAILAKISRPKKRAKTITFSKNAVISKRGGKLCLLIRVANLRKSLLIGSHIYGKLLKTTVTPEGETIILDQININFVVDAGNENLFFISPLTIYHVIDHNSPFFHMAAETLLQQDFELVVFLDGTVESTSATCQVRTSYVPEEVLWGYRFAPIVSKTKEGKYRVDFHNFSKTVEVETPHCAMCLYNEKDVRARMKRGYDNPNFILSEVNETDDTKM
# APP transl inh: inhibitors of APP translation via 5'UTR reporter, primary screen, APP 5'UTR luciferase, SH-SY5Y cells. SH-SY5Y APP 5'UTR-luciferase reporter, luminescence. inhibition, % at 2 µM. actives 0.82% (n = 190,000);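 active means inhibition above a set limit, derived from the sample mean plus 3 SD, cut at about 45% in these data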; further: values of inactives mirror those of a sister screen read the other way
# * = called active by the depositor; . = no result given.
SMILES,STAT1 blocker,STAT1 activator,STAT3 inh,STAT3 act,FLuc inh counter,NF-kB neuron act,FLuc act counter,APP 5'UTR act,ROMK primary,APP transl inh
O=C(CNS(=O)(=O)c1ccccc1)Nc1cccc([N+](=O)[O-])c1,-1,100,3,104,-3,0.93,1,20,1,-20
c1ccc(-c2cn3c(n2)-c2ccccc2C3)cc1,-16,115,36,68,87*,3.9*,0.1,152*,.,-152
CC(C)(Oc1ccc(Cl)cc1)C(=O)NCCCn1ccnc1,-1,101,3,101,-4,1.3,1,13,0.0055,-14
C=CCn1c(-c2ccccc2)ccc(C#N)c1=O,0,100,2,103,-8,0.99,1.1,.,.,.
O=C(Nc1cccc(S(=O)(=O)N2CCOCC2)c1)c1c2c(nc3ccccc13)CCC2,3,97,8,95,-5,0.78,1,-1,.,1
Cc1ccc(C(=O)Nc2cc(C(F)(F)F)ccc2N2CCCCC2)cc1[N+](=O)[O-],8,93,15,90,-7,0.82,1.1,14,.,-14
CCOC(=O)C1=C(CSc2nc3c(cc2C#N)CN(C)CC3)OC(N)=C(C#N)C1c1ccccc1 (configuration not stated),16,85,-8,110,-10,1,1.1,-14,-2.5,14
CCOC(=O)c1c(NC(=O)CCN2C(=O)c3ccccc3C2=O)sc(C(=O)OC(C)C)c1C,-3,103,7,103,1,1.4,1,-8,.,8
COc1ccc(CCNC(=O)Cn2cnc3c2c(=O)n(C)c(=O)n3C)cc1OC,-1,100,11,98,-5,0.85,1.1,11,1,-11
COc1cc2c(cc1NC(=S)NC(=O)c1c(OC)cccc1OC)oc1ccccc12,-2,102,5,98,1,0.71,1,19,.,-19
COCCn1c(SCc2cccnc2)nnc1-c1ccco1,-7,106,6,103,1,1.2,1,-3,.,2
COC(=O)c1ccccc1NC(=O)/C=N/O,-6,105,2,98,-6,0.94,1.1,-3,0.035,3
COc1ccc(C)c(S(=O)(=O)Nc2ccc(OCC(=O)O)cc2)c1,3,97,6,99,-1,1.2,1,-11,.,11
CN1CCC(N(C)C(=S)Nc2ccc(SC(F)F)cc2)CC1,-6,105,10,93,-6,0.95,1.1,4,.,-4
COc1cccc(NC(=O)c2nc3ncccn3n2)c1,-19,118,8,93,5,2,1,-3,.,3
CCOc1cc(/C=N/N=C(/N)c2nonc2N)cc(Br)c1OCc1ccc(Cl)cc1,-10,109,7,94,-7,1,1.1,3,0.49,-3
CCc1ccccc1S(=O)(=O)Cc1ccc(C(=O)NCC2CCCO2)o1 (configuration not stated),3,97,6,104,-3,0.94,1,9,.,-9
Cc1noc(C)c1COC(=O)COc1ccc2c(C)cc(=O)oc2c1,0,100,18,88,-4,1.3,1,24,-0.019,-24
CCOC(=O)c1ccc(NC(=O)CSc2nc(NC(=O)c3ccccc3)c3c(C)c(C)oc3n2)cc1,5,96,-2,103,-8,0.73,1.1,17,.,-17
COC(=O)c1ccc(-c2noc(CN(Cc3nccn3C)C(C)C)n2)cc1,-6,105,4,101,-6,1.2,1.1,-3,0.099,3
CCCCOC(=O)n1c(SCC(=O)N(CC)CC)nc2ccccc21,0,100,12,92,-8,0.85,1.1,-3,.,3
CCCCCC(=O)NC(Cc1ccc(OC)c([N+](=O)[O-])c1)C(=O)O (configuration not stated),-3,102,5,102,1,0.96,1,-6,0.92,6
CCOC(=O)c1c(C)oc2c1c(C(c1ccncc1)N1CCOCC1)c(O)c1ccccc12 (configuration not stated),1,99,-24,125,-5,1.9,1.1,82,.,-82
CCOC(=O)CSc1nnc(NC(=O)c2cccc([N+](=O)[O-])c2C)s1,-5,104,-5,103,4,0.93,1,17,-0.068,-17
CC[n+]1c(/C=C/c2c[nH]c3ccccc23)ccc2cc(C)ccc21,58*,45,59*,51,16,0.85,0.8,6,.,-6
# Additional compounds follow:
SMILES,STAT1 blocker,STAT1 activator,STAT3 inh,STAT3 act,FLuc inh counter,NF-kB neuron act,FLuc act counter,APP 5'UTR act,ROMK primary,APP transl inh
Cc1cc(C(=O)N/N=C/c2c[nH]c3ccccc23)cs1,-14,114,3,97,20,2.1,0.8,-1,-2.2,1
CCCCNC(=S)NNC(=O)c1cc(C)on1,-1,101,5,105,2,1.2,1,-6,.,6
CCc1ccccc1NC(=S)N1CCC(NC(=O)c2ccc(OC)cc2)CC1,9,90,11,92,-5,1.2,1.1,-15,0.067,15
CCOc1ccc(S(=O)(=O)N/N=C(\C)Cc2ccc(OC)cc2)cc1,6,93,-1,108,-5,0.99,1,-1,0.39,1
CC(C)Oc1ccc(C(=O)NC(=S)N2CCOCC2)cc1,-20,118,18,91,3,1.3,1,26,-0.53,-26
O=C(Nc1ccccn1)c1cc(-c2cccnc2)nc2ccc(Br)cc12,0,100,2,94,-2,1,1,-18,.,18
O=C(Cc1cccs1)Nc1ccc2c(c1)C(=O)OC2,1,98,13,90,2,1.7,1,-18,-1.1,18
COc1ccccc1OCc1nc(-c2ccc([N+](=O)[O-])cc2)no1,-6,105,-1,99,3,1,1,-9,0.48,9
O=C1CCCN1CCCNc1ncnc2c1cnn2-c1ccc(Cl)cc1,-9,109,5,96,1,1.7,1,52,.,-52
COc1cc(C(=O)NCCc2ccc(S(N)(=O)=O)cc2)cc(OC)c1OC,-3,102,4,99,-4,1.1,1,-1,0.43,1
Cc1ccc2cc(CN(CC3CCCO3)C(=S)Nc3ccccc3)c(=O)[nH]c2c1 (configuration not stated),-1,99,8,99,-10,0.95,1.1,-35,0.99,35
CC(/C=N/NC(=O)Cc1cccn1C)=C\c1ccco1,2,98,-7,111,3,1,1,12,.,-12
CCOC(=O)c1c(C)[nH]c(C(=O)/C(C#N)=C/c2ccc(OC(F)F)c(OC)c2)c1C,-13,111,7,98,-8,1.2,1.1,5,.,-5
O=C(O)CCC(=O)Nc1cccc(C(=O)Nc2cccc(Cl)c2)c1,4,100,9,100,-6,1.2,1.1,-4,.,4
Oc1ccc(Cl)cc1/C=N/c1nccs1,-6,105,1,107,-2,1.1,1,8,.,-8
CCCCCCC(=O)c1c(C)[nH]c(C(=O)OCC)c1C,-23,121,-7,109,-10,1.5,1.1,18,-0.67,-18
CN1CCN(C(=O)C2CCN(S(=O)(=O)c3cnc[nH]3)CC2)CC1,-5,106,7,100,-6,1.1,1.1,-21,.,21
Cc1c(NS(=O)(=O)c2cccs2)c(=O)n(-c2ccccc2)n1C,5,95,5,97,-9,1.4,1.1,18,0.21,-18
O=C(c1ccc2c(c1)OCO2)C1CCCN(Cc2ccc3cccc(F)c3n2)C1 (configuration not stated),1,98,-1,103,-10,0.99,1.1,3,-0.79,-3
O=C(O)CCN1C(=O)c2ccc(NC(=O)CSCc3ccccc3)cc2C1=O,5,95,18,86,-7,1.2,1.1,-8,-0.16,8
O=C(NC1CCCCC1)C1CC(=O)N(c2ccc(Cl)cc2)C1 (configuration not stated),-1,101,1,103,-2,1.1,1,3,.,-4
O=C(CNC(=O)c1cccc(Br)c1)NCCc1nc2ccccc2[nH]1,-2,102,18,89,-2,1.1,1,3,-0.19,-3
Cc1ccc(C(=O)NC(=S)Nc2ccccc2C(F)(F)F)c(C)c1,3,97,17,91,-2,1.2,1,.,.,.
CC(C)CC(NC(=O)COc1ccccc1)C(=O)O (configuration not stated),-5,104,4,100,-4,1,1,4,.,-4
COc1cc(/C=N/NC(=S)NCc2ccco2)cc(OC)c1OC,13,88,0,102,1,0.86,1,0,.,0

# Shown with each value named: two of the compounds above
smiles: Cc1ccc(C(=O)NC(=S)Nc2ccccc2C(F)(F)F)c(C)c1
  STAT1 blocker: 3; STAT1 activator: 97; STAT3 inh: 17; STAT3 act: 91; FLuc inh counter: -2; NF-kB neuron act: 1.2; FLuc act counter: 1; APP 5'UTR act: .; ROMK primary: .; APP transl inh: .
smiles: CC(C)CC(NC(=O)COc1ccccc1)C(=O)O (configuration not stated)
  STAT1 blocker: -5; STAT1 activator: 104; STAT3 inh: 4; STAT3 act: 100; FLuc inh counter: -4; NF-kB neuron act: 1; FLuc act counter: 1; APP 5'UTR act: 4; ROMK primary: .; APP transl inh: -4

# Next part:
SMILES,STAT1 blocker,STAT1 activator,STAT3 inh,STAT3 act,FLuc inh counter,NF-kB neuron act,FLuc act counter,APP 5'UTR act,ROMK primary,APP transl inh
NC(=O)COC(=O)CCCc1c[nH]c2ccccc12,2,98,-4,107,-7,0.91,1.1,9,0.1,-9
C=CCn1c(CNC(=O)CCC)nc2ccccc21,-4,103,1,102,.,.,.,8,.,-8
O=C(Nc1ccccc1F)N(Cc1ccc(F)cc1)Cc1nc2ccccc2c(=O)[nH]1,-9,108,5,101,-3,1,1,19,0.06,-19
Fc1ccc(NCc2ccccc2F)cc1Cl,-9,108,12,96,-8,1.2,1.1,7,0.15,-7
CCCCNC(=O)C(=O)N/N=C/c1ccc(C(=O)OC)cc1,-5,104,-6,106,-3,1.1,1,9,-0.72,-9
CCn1c(C)c(/C=N/Nc2nc3ccccc3s2)c2ccccc21,-19,117,-45,136*,-1,1.3,1,48,.,-48
CC(=O)c1cnc2c(-c3ccc(Cl)cc3)c(C)nn2c1C,-3,102,16,88,4,1.3,1,7,0.063,-7
Cn1c(N)c(C(=O)COC(=O)c2cncc(Br)c2)c(=O)n(C)c1=O,0,100,-2,107,-1,1,1,5,0.64,-5
COC(=O)c1ccc(COC(=O)c2c(C)nn(Cc3ccccc3Cl)c2Cl)o1,0,100,3,101,-5,1.2,1,-4,-0.41,4
CC(=O)c1ccc(N2CCN(C(=O)Nc3ccc(F)cc3F)CC2)cc1,13,89,10,92,-2,0.93,1,-4,-1.5,4
COc1ccc(-c2c[n+]3c(n2-c2c(C)n(C)n(-c4ccccc4)c2=O)CCCCC3)cc1,-2,102,-5,104,-5,1,1,-17,-0.4,17
CN1CCN(C(=S)NC(=O)/C=C/c2ccccc2Cl)CC1,21,79,4,100,0,0.97,1,4,0,-4
CCOC(=O)C1CCN(Cc2cnc(NC(=O)OC)s2)CC1,10,91,-14,115,-11,1.2,1.1,1,-0.014,-1
COc1ccc(-c2nn(C)c3sc(C(=O)NCc4ccco4)cc23)cc1OC,-5,106,7,100,-4,0.95,1,-6,.,6
O=C(CC1SC2=NCCN2C1=O)Nc1ccccc1 (configuration not stated),-1,101,2,100,12,1.1,0.9,4,0.85,-4
COc1cc([N+](=O)[O-])c2ncsc2c1,4,96,2,100,-4,1.1,1,25,-0.81,-25
Cc1cc(C#N)c(SCC(N)=O)nc1-c1ccc(F)cc1,-1,100,4,98,-2,0.96,1,-5,.,5
CC(C)(C)CC(C)(C)NC(=S)NC1CCN(Cc2ccccc2)CC1,-2,101,-10,107,2,0.96,1,3,-0.39,-3
CCc1ccc2c(c1)cc(C)c1nnc(SCC(=O)Nc3cc(OC)c(OC)cc3C(=O)O)n12,-9,106,5,100,-3,0.93,1,0,0.057,0
Oc1ccc(/C=N/Nc2ncnc3c2ncn3Cc2ccccc2)cc1O,-10,109,0,100,12,1.6,0.9,14,.,-14
